Compound activity from PubChem BioAssay.
sdo1 growth: growth rescue of sdo1-depleted yeast, primary screen, S. cerevisiae, bone marrow failure model. S. cerevisiae sdo1-depleted JHY4D growth rescue, OD600 30 h; hits give high values; pdr5 snq2 efflux-pump mutant strain. z-score at 10 µM. 140,000 compounds, 0.21% hits. AID 817, 2007;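 active = z-score above 3 at both the 24 hr and the 30 hr optical density reads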;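 also: z-score against mean and SD of all compound wells on the same plate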
Insulin prom inh: inhibitors of insulin promoter-driven GFP, primary screen, imaging, TRM-6 cells (human fetal islet line), eGFP reporter, cell count | reporter expression induced with tamoxifen | 130,000 compounds, 0.9% hits | inhibition, % at 2 µM;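 active = inhibition above the mean plus 3 SD, with well images judged a real hit on visual review, cut at about 60% in these data, passing the limit was not always enough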
sdo1 growth Rescue 24 h: further read-out of sdo1 growth, marked with its call; z-score; S. cerevisiae sdo1-depleted JHY4D growth rescue, OD600; measured here: growth rescue at 24 h;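 0 is the plate mean of compound wells and units are plate SD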
Active calls of the source: *; x = no result given.

SMILES	sdo1 growth	sdo1 growth Rescue 24 h	Insulin prom inh
O=C(NCCCn1ccnc1)/C(=C\c1cccnc1)NC(=O)c1cccc(Br)c1	1.8	6.3	0
COc1ccc(C(C)=O)cc1COc1ccc(-n2cnnn2)cc1	0.1	-0.06	-8
c1ccc(-n2c(-c3ccco3)nnc2-c2ccco2)cc1	0.45	0.16	-62
O=C(O)c1cc(NS(=O)(=O)c2ccc(N3CCOCC3)c([N+](=O)[O-])c2)cc(C(=O)O)c1	1.1	1.2	31
CCOC(=O)C1C(=O)CC(C)(O)C(C(=O)OCC)C1c1cccc(OC(F)(F)C(F)F)c1 (configuration not stated)	-0.25	-0.13	-31
Cc1ccc2nc(N3C(=O)C(O)=C(C(=O)c4cc5ccccc5o4)C3c3cccs3)sc2c1 (configuration not stated)	0.91	1.4	35
CC1CN(c2oc(-c3ccco3)nc2C#N)CC(C)O1 (configuration not stated)	0.3	-0.19	40
O=C(CSc1ncnc2c1oc1ccccc12)NCC1CCCO1 (configuration not stated)	x	x	-56
O=C(/C=C/c1ccco1)Nc1cccc(NC(=O)/C=C/c2ccco2)n1	-0.41	-0.21	15
O=C(N/N=C/c1ccc([N+](=O)[O-])cc1)C(=O)N1CCCC1	x	x	-12
O=C(CCC(=O)c1cccs1)Nc1ccc(N2CCCCC2)cc1	x	x	-8
Cc1cc(NC(=O)CSc2nnc(-c3cccnc3)n2C)no1	0.91	0.92	46
CCOC(=O)N1CCN(C(=O)c2oc3ccc(S(=O)(=O)N4CCOCC4)cc3c2C)CC1	0.36	0.29	0
Cc1nc2nc(SCC(=O)NCc3ccco3)nn2c(C)c1Cc1c(F)cccc1Cl	-0.58	0.35	x
O=C(CN1CCN(Cc2ccc(Cl)cc2)CC1)N/N=C/c1ccncc1	2.1	0.97	38
CCOC(=O)N1CCN(C(=S)NC(=O)c2cc(Br)ccc2Cl)CC1	x	x	0
N#Cc1c(/N=C/c2cccs2)sc2c1CCCCC2	0.34	0.66	-11
Cn1c(=O)cc(N)n(Cc2ccccc2)c1=O	0.64	0.77	-23
O=C(NCC1CCCO1)C(c1cccs1)N(Cc1cccs1)C(=O)Cn1nnc(-c2cccs2)n1 (configuration not stated)	-0.79	-1.2	-100
CCN(CC)S(=O)(=O)c1ccc(C(=O)OCn2nnc3ccccc3c2=O)cc1	-0.73	-1.5	11
CC(C)NC(=O)c1cc2c(-c3ccc(Cl)cc3)nn(C)c2s1	-2	-0.68	x
CCc1nc(NCc2ccc3c(c2)OCO3)c2oc3ccccc3c2n1	-2	-1.7	30
O=C(CSc1nc(N2CCCCC2)nc(N2CCCCC2)n1)NC1CCCCC1	x	x	-12
Cc1ccc(NC(=O)C2CCN(S(=O)(=O)c3c(C)noc3/C=C/c3ccco3)CC2)nc1	-0.59	0.02	4
C=CCn1c(SCC(=O)c2cc(C)n(CCOC)c2C)nc2sc(C)c(C)c2c1=O	-1	0.87	x
O=C(CC(Nc1cccc(Cl)c1Cl)C(=O)O)c1ccccc1 (configuration not stated)	x	x	39
O=C(Nc1ccccc1-c1ccccc1)c1ccc(NC(=O)c2ccco2)cc1	-0.84	-1.5	-29
COc1ccc(CC(NC(=O)c2ccccc2)C(=O)NCC(=O)O)cc1 (configuration not stated)	0.97	0.68	x
COCCn1c(-c2ccc(-c3ccccc3Cl)o2)nc2c1c(=O)[nH]c(=O)n2CC(C)C	-0.16	1.6	x
O=S(=O)(NC1CC1)c1ccc(S(=O)(=O)N2CCCC3(CCCCC3)C2)cc1	-0.15	1.3	-12
CS(=O)(=O)N(CC(=O)NCc1ccc2c(c1)OCO2)C1CCCCC1	x	x	22
Cc1cc(C)nc(SCc2ccc(C(=O)NN=C3CCCC3)cc2)n1	x	x	33
COc1cc(/C=N/NC(=O)CCc2n[nH]c(=O)[nH]c2=O)ccc1O	1.2	1.4	x
COc1ccc2c(c1)[nH]c1c(=O)n(CCN(C)C)cnc12	2.1	2.4	10
Nn1cc(-c2ccccc2)nc1SCC(=O)Nc1ccc2c(c1)OCO2	-0.94	-1.4	3
COCCn1nnnc1C(CC(C)C)N1CCN(c2cccc(OC)c2)CC1 (configuration not stated)	-1.1	-0.78	x
COc1ccc2[nH]c3c(NCc4ccco4)ncnc3c2c1	-0.12	-0.38	32
N#Cc1ccccc1NC(=O)CSc1nnc(-c2ccc(F)cc2)n1-c1ccccc1	-0.71	0.18	-26
CCCc1nc2sc3c(c2c(=O)n1NC(=O)CCC(=O)O)CCCC3	-0.34	-0.51	-8
O=C(COC(=O)CC1c2ccccc2CCN1S(=O)(=O)c1ccc(F)cc1)Nc1ccccc1 (configuration not stated)	-0.92	-1.5	-15
C/C(=N\NC(=O)c1cc(C(C)C)[nH]n1)c1ccco1	0.95	-0.14	0
O=C(CCc1ccccc1)Nc1ccc(N2CCOCC2)cc1	1.1	1.4	x
CNc1nc(N/N=C/c2cc3c(cc2[N+](=O)[O-])OCO3)nc(Nc2ccccc2)n1	x	x	-77
CCCCCCCCSc1nnc2[nH]c(=O)cc(N)n12	x	x	-50
CCC(=O)N1CCN(c2ccc(NC(=O)c3ccc(Br)o3)cc2)CC1	0.5	-0.3	0
Cc1[nH]nc(SCC(=O)N2CCOCC2)c1[N+](=O)[O-]	x	x	-21
C=CCNC(=O)CN(c1ccc(F)cc1)S(=O)(=O)c1ccc(OC)cc1	1.7	1.1	-38
CCOC(=O)CNc1nc(Cl)nc(NC(C)(C)C)n1	x	x	17
CCOC(=O)Cc1c(C)nc2c(-c3cccc(Br)c3)c[nH]n2c1=O	0.89	0.69	-181
O=C(Cc1noc2ccccc12)Nc1ccccn1	0.81	0.58	15

Carrying on:
SMILES	sdo1 growth	sdo1 growth Rescue 24 h	Insulin prom inh
O=C(CCCC(=O)OCC(Cl)=C(Cl)Cl)Nc1ccccc1	1.4	1.4	x
CCNC(=O)NC(=O)C(C)OC(=O)CNS(=O)(=O)c1c(Cl)cc(Br)cc1Cl (configuration not stated)	x	x	-43
CC(C)(C)C(=O)OCC1OC(n2cnc(C(N)=O)n2)C(O)C1O (configuration not stated)	1.6	1.4	0
CC(=O)Nc1ccc(S(=O)(=O)NNC(=O)c2cccc(Cl)c2)cc1	x	x	9
C/C(=N/NC(=O)c1ccc(Br)o1)c1ccncc1	0.53	-0.32	x
Cc1cc(C)c(NC(=O)CSc2nnc(-c3ccncc3)n2Cc2ccco2)c(C)c1	0.6	0.27	22
CC(C)OCCCN1CN(S(=O)(=O)c2ccccc2)c2nc3ccccc3nc21	0.04	0.78	x
O=C1CCCN1c1ccc(S(=O)(=O)Oc2ccc(Cl)cc2)cc1[N+](=O)[O-]	-0.49	-0.41	-4
CC(NC(=O)Cc1ccccc1[N+](=O)[O-])c1ccccc1 (configuration not stated)	1.9	2.4	-67
CN1/C(=C\C(=O)c2cccnc2)C(C)(C)c2ccccc21	-0.09	-0.49	-63

Structural class: those above containing bromine.
SMILES	sdo1 growth	sdo1 growth Rescue 24 h	Insulin prom inh
O=C(NCCCn1ccnc1)/C(=C\c1cccnc1)NC(=O)c1cccc(Br)c1	1.8	6.3	0
CCOC(=O)N1CCN(C(=S)NC(=O)c2cc(Br)ccc2Cl)CC1	x	x	0
CCC(=O)N1CCN(c2ccc(NC(=O)c3ccc(Br)o3)cc2)CC1	0.5	-0.3	0
CCOC(=O)Cc1c(C)nc2c(-c3cccc(Br)c3)c[nH]n2c1=O	0.89	0.69	-181
CCNC(=O)NC(=O)C(C)OC(=O)CNS(=O)(=O)c1c(Cl)cc(Br)cc1Cl (configuration not stated)	x	x	-43
C/C(=N/NC(=O)c1ccc(Br)o1)c1ccncc1	0.53	-0.32	x

Going on with the list:
SMILES	sdo1 growth	sdo1 growth Rescue 24 h	Insulin prom inh
O=C(O)C1C2CCC(O2)C1C(=O)Nc1ccc(O)cc1 (configuration not stated)	1.2	1.4	-10
CCn1c(Cn2nnc(-c3ccccc3)n2)nnc1SCC(=O)Nc1ccc(C(C)=O)cc1	0.38	0.4	10
Cc1ccc2c(c1)cc(CN(Cc1cccs1)C(=O)c1ccco1)c1nnnn12	-1.2	-0.88	45
CCC(C)NC(=O)C1CCCN(S(=O)(=O)c2ccc(-n3cnnn3)cc2)C1 (configuration not stated)	0.4	-1.3	-50
COc1cc(OC)c(C#N)c(S(=O)Cc2ccccc2)c1 (configuration not stated)	0.94	0.25	16
c1nc2sc3c(c2c2nnnn12)CCC3	1.4	1.8	33
COC(=O)c1sc(NC(=O)C(C)c2ccccc2)nc1C (configuration not stated)	-0.72	-0.78	0
Cn1c(/C(C#N)=C/Nc2ccccn2)nc2ccccc21	-0.07	1.5	11
COc1ccc(CNC(=O)c2cc(-c3ccccc3OC)on2)cc1	-0.99	-0.36	x
N#Cc1cccc(NC(=O)COC(=O)c2ccccc2C(=O)c2ccc(Cl)c([N+](=O)[O-])c2)c1	-0.45	-0.4	20

5 compounds already listed, sorted by the value under Insulin prom inh, lowest first:
Compound	Insulin prom inh
c1ccc(-n2c(-c3ccco3)nnc2-c2ccco2)cc1	-62
CCC(C)NC(=O)C1CCCN(S(=O)(=O)c2ccc(-n3cnnn3)cc2)C1 (configuration not stated)	-50
O=S(=O)(NC1CC1)c1ccc(S(=O)(=O)N2CCCC3(CCCCC3)C2)cc1	-12
O=C(NCCCn1ccnc1)/C(=C\c1cccnc1)NC(=O)c1cccc(Br)c1	0
Cc1ccc(NC(=O)C2CCN(S(=O)(=O)c3c(C)noc3/C=C/c3ccco3)CC2)nc1	4

Following part
SMILES	sdo1 growth	sdo1 growth Rescue 24 h	Insulin prom inh
CCn1c(SCC(=O)OC)nc2sc3c(c2c1=O)CCC3	-0.48	-0.09	0
Cc1cc(S(=O)(=O)N2CCN(c3ccccc3O)CC2)c(C)s1	-0.61	-0.83	x
CCOC(=O)c1sc(NC(=O)C2C3C=CC(C3)C2C(=O)O)nc1C (configuration not stated)	0.82	0.4	-21
CCN1C(=O)CSc2ccc(C(=O)NC3CCCCC3)cc21	-1.3	-0.79	x
CCCn1c(N)c(C(=O)CSc2nc(C)cs2)c(=O)n(C)c1=O	0.57	0.5	33
Cc1ccc2[nH]c(=O)c(CN(Cc3ccc4c(c3)OCO4)Cc3nnnn3Cc3ccco3)cc2c1	0.02	0.35	-38
C=CCNc1nc(N)c(C(=C(C#N)C#N)c2ccc(Br)cc2)s1	-1.7	-2	x
Oc1cc2c(cc1C(c1ccc(Br)cc1)N1CCCC1)OCO2 (configuration not stated)	x	x	30
CCOc1ncccc1C(=O)Nc1ccc(Cl)cc1	-0.15	-0.09	29
COc1cccc2cc(C(C)N(CCCN3CCOCC3)C(=S)Nc3cc(C)ccc3C)oc12 (configuration not stated)	x	x	-35
CCN1CCN(C(=O)c2cc3c(-c4ccc(Cl)cc4)nn(C)c3s2)CC1	0.24	-0.53	x
O=C(CSc1ccc(Cl)cc1)Nc1ccc(N2CCN(C(=O)c3ccco3)CC2)cc1	-1.3	-0.58	-8
COc1cc(NC(=O)c2csc3c2CCCC3)ncn1	0.58	1.1	x
CCCOc1ccc(N2C(=O)CC(N(CCC)C(=O)CCC(=O)O)C2=O)cc1 (configuration not stated)	0.43	0.51	x
Cc1ccc(-n2c(SCC(=O)Nc3ccc4c(c3)OCO4)nnc2-c2ccoc2C)cc1	-1.2	-0.86	23
CCCCCC(=O)NNC(=S)NC(=O)c1ccccc1[N+](=O)[O-]	x	x	-50
COc1ccc(N(Cc2cc3ccccc3[nH]c2=O)C(=O)C2CCCO2)cc1 (configuration not stated)	0.97	1.9	x
CS(=O)(=O)N1CCN(c2ccccc2NC(=O)c2ccc(-c3ccc(Cl)cc3Cl)o2)CC1	0.5	2.5	-33
O=C(CNC(=O)c1cc2c(s1)CCC2)Nc1ccccc1Br	-1.6	-0.61	5
Fc1cccc(Nc2nc3ccccc3n3nnnc23)c1	-0.3	0.46	x
COc1ccccc1-n1cnc2c(c1=O)c1nc3ccccc3nc1n2-c1ccc(C)c(C)c1	-1.4	-1.3	x
C=CCn1c(-c2ccccc2)ccc(C#N)c1=O	-0.62	-0.32	x
Cc1ccc2cc(CN(Cc3ccc(F)cc3)Cc3nnnn3C3CCCC3)c(=O)[nH]c2c1	-0.32	0.3	35
Cc1cc(C)n(C(=O)c2sc3cc(F)ccc3c2Cl)n1	-0.31	-0.27	22
COc1ccc2c(c1)Cc1sc(NC(=O)c3cccnc3)nc1-2	x	x	20
COc1ccc(C(C(=O)NC2CCCC2)N(C(=O)c2snc(-c3ccc(F)cc3)c2N)c2ccc(F)cc2)cc1 (configuration not stated)	0.05	1.3	x
CCN(CC)c1ccc2cc(C(C)=O)c(=O)oc2c1	-0.67	-1.1	18
COc1ccc(C(=O)NNC(=O)CSc2nnc(COc3ccc4ccccc4c3)n2C)cc1	1.2	2.4	x
O=C1c2ccccc2C(=O)N1c1cccc(-c2nc3ccccc3o2)c1	-0.16	2	40
CCN(CC)S(=O)(=O)c1ccc(NC2c3ccccc3C(=O)N2Cc2ccc3c(c2)OCO3)cc1 (configuration not stated)	0.71	0.68	x

Whole records, looked up by structure:
Results for C=CCn1c(-c2ccccc2)ccc(C#N)c1=O : sdo1 growth = -0.62; sdo1 growth Rescue 24 h = -0.32; Insulin prom inh = x
Results for O=C1c2ccccc2C(=O)N1c1cccc(-c2nc3ccccc3o2)c1 : sdo1 growth = -0.16; sdo1 growth Rescue 24 h = 2; Insulin prom inh = 40
Results for Cc1ccc2cc(CN(Cc3ccc(F)cc3)Cc3nnnn3C3CCCC3)c(=O)[nH]c2c1 : sdo1 growth = -0.32; sdo1 growth Rescue 24 h = 0.3; Insulin prom inh = 35
